TRPML3 agonist = human TRPML3 channel agonists, primary screen, cell-based, HEK293 TRPML3-YFP, Fluo-8 calcium fluorescence, 3 µM; activation, % at 3 µM; 100% = the carbachol control signal; actives 0.29% (n = 220,000);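 active = activation above its plate's cutoff, the mean activation of the plate's test wells plus 3 SD, cut at about 12% in these data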;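 also: 0% = DMSO only wells and 100% = carbachol wells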
Target sequence (Q8TDD5 whole entry, looked up): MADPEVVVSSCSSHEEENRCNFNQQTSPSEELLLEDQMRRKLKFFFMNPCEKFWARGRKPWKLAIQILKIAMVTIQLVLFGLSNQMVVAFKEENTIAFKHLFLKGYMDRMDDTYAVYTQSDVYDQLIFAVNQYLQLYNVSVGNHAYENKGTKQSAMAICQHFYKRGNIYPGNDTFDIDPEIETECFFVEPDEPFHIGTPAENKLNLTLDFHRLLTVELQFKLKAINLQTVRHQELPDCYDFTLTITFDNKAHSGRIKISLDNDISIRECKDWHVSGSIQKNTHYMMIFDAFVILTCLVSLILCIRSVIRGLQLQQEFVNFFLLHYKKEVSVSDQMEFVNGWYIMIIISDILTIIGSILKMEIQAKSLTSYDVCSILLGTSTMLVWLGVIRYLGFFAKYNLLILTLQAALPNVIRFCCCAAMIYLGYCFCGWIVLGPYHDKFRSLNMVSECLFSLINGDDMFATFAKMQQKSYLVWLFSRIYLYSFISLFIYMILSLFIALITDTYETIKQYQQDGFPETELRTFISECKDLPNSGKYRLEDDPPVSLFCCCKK
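Test system: TRPML3-YFP stable HEK293 cells. Doses: single point at 3 µM. Incubation: dye loading 1 h 37 °C then 30 min ambient, 125 s read. Signal: Fluo-8 calcium dye fluorescence, ex 470-495, em 515-575 nm. Measure: percent activation from peak-to-basal fluorescence ratio, scaled between DMSO and carbachol.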
S1P4 antagonist = S1P4 receptor antagonists, primary screen, cell-based. actives 0.26% (n = 220,000). inhibition, % at 4.98 µM. AID 1510, 2009. S1P4-expressing cells, antagonist mode, reporter read-out; in the data active = inhibition above about 29%;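 also: 0% = wells stimulated with agonist and 100% = vehicle wells without agonist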
NPY Y1 blocker = NPY-Y1 receptor antagonists, primary screen, cell-based. HEK293-CNG Y1 cells, membrane potential fluorescence; NPY at EC95, then isoproterenol. Neuropeptide Y receptor type 1 (Homo sapiens), P25929. actives 1% (n = 200,000). inhibition, % at 3.6 µM. AID 1040, 2008;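 active = inhibition above the campaign mean inhibition of all tested compounds plus 3 SD, cut at about 20% in these data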;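 also: 0% = DMSO wells given NPY plus isoproterenol and 100% = isoproterenol alone without NPY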
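Test system – HEK293 Y1/CNG channel cell line · Also added – NPY agonist 25 nM, then isoproterenol 1 µM plus Ro 20-1724 25 µM · Compound dosing – one concentration, 3.6 µM, in 0.4% DMSO · Schedule – compound incubation 1 h at room temperature, readout 45 min post-stimulation · Technique – fluorescence, membrane potential probe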
CHOP inhibitor = inhibitors of CHOP promoter induction, primary screen, cell-based, unfolded protein response, luciferase reporter | CHO-K1 CHOP-promoter luciferase, tunicamycin-induced, 15-18 h | inhibition, % at 10 µM | AID 2732, 2010 | actives 3.8% (n = 220,000);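 active = compounds that reduced the stress-induced luciferase reporter signal by more than about 70% of percent inhibition, limit read from the data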;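 also: 0% = tunicamycin plus vehicle and 100% = wells without tunicamycin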
TRPN1 ag = zebrafish TRPN1 channel agonists, primary screen, cell-based, HEK293, calcium fluorescence; transient receptor potential cation channel N1 (TRPN1/NompC), Danio rerio; HEK293 zebrafish TRPN1-YFP, Fluo-8 calcium fluorescence; 100% = response to 87 µM carbachol; activation, % at 3 µM; actives 0.18% (n = 220,000);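 active = activation above its plate's cutoff, the mean activation of test wells on that plate plus 3 SD, cut at about 19% in these data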;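 also: 0% = DMSO alone and 100% = 87 µM carbachol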
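Material – zebrafish TRPN1-YFP in HEK293 cells · Doses – 3 µM single point · Schedule – dye 1 h 37 °C plus 30 min RT · Signal – Fluo-8 calcium fluorescence, excitation 470-495 nm, emission 515-575 nm · Read-out – % activation versus carbachol response · Control set – carbachol high, DMSO low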
S1P4 ag = S1P4 receptor agonists, primary screen, cell-based. actives 0.35% (n = 220,000). AID 1509, 2009. activation, % at 4.98 µM. S1P4-expressing cell line, agonist reporter assay. Sphingosine 1-phosphate receptor 4 (Homo sapiens), O95977; in the data active = activation above about 11%;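 also: 0% = DMSO vehicle and 100% = reference agonist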
NPY-Y2 PAM-ag = NPY-Y2 potentiators or agonists, primary screen, cell-based; AID 1359, 2008; cells expressing NPY-Y2, potentiator/agonist read-out; Neuropeptide Y receptor type 2 (Homo sapiens), P49146; actives 0.45% (n = 220,000); activation, % at 3.6 µM; in the data active = activation above about 27%;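 also: cells stimulated with NPY near EC25 plus isoproterenol at EC100; 0% = vehicle plus submaximal agonist and 100% = vehicle plus saturating agonist; some results beyond the cut were filed as inactive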
Target sequence (P49146 whole entry, looked up): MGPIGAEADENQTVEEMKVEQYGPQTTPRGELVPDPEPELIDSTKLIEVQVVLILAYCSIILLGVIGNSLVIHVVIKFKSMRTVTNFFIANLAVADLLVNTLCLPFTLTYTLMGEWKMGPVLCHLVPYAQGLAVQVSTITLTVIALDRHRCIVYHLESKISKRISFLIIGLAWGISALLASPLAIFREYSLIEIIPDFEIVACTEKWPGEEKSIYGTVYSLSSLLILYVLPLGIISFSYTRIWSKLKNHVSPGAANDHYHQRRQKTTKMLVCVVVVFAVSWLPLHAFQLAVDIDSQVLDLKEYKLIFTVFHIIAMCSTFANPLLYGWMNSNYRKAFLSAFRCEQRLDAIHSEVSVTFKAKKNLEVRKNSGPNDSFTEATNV
EP2 mod = EP2 receptor modulators, cAMP readout, primary screen, cell-based, HTRF cAMP, PGE2 stimulation; actives 0.83% (n = 260,000); induction, % at 25 µM; EP2-expressing cells, cAMP HTRF FRET, PGE2 co-stimulation;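 active = compounds whose cAMP rise, as percent of the full-agonist control response, exceeds 60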;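 also: rat C6 glioma line stably carrying human EP2 under a CMV promoter; the protocol text gives 20 µM as final concentration; 100% = response of wells given 1 µM PGE2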
NPY1 pot ag = NPY-Y1 receptor potentiators or agonists, primary screen, cell-based; Neuropeptide Y receptor type 1 (Homo sapiens), P25929; NPY-Y1 expressing cells, potentiator/agonist activation; activation, % at 3.6 µM; actives 0.37% (n = 220,000); in the data active = activation above about 33%, passing the limit was not always enough;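 also: cells stimulated with NPY at EC10 then isoproterenol at EC100; 0% = low agonist plus stimulus and 100% = saturating agonist plus stimulus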
* marks the source's active call; other numbers are inactive results; x = not tested or not shown; & = joins results of further samples.

SMILES	TRPML3 agonist	S1P4 antagonist	NPY Y1 blocker	CHOP inhibitor	TRPN1 ag	S1P4 ag	NPY-Y2 PAM-ag	EP2 mod	NPY1 pot ag
CCOC(=O)c1ccc(N2C(=O)CC(C(=O)OC)=C2C)cc1	1.0	-17	2	15	2.8	-1.7	6	4	4
COc1ccc(CC(=O)OCc2cc3ccccc3[nH]c2=O)cc1	-0.4	8	4	14	0.6	1.2	1	-31	-8
CC(C)(C)NS(=O)(=O)c1ccc(NC(=O)NC2CCCCC2)cc1	3.8	-23	-4	19	6.9	0.4	9	8	15
CCOc1ccc(N2CC(C(=O)Nc3ccccc3F)CC2=O)cc1 (stereo not drawn)	1.4	-6	0	10	-0.3	1.7	0	29&-2	-3
Cc1cc(C)cc(N2C(=O)CC(Cn3nc(C)cc3C)C2=O)c1 (stereo not drawn)	-0.1	-7	x	-10	0.1	-0.5	0	17	4
CCOC(=O)C(C)Sc1nc(-c2cccs2)ccc1C#N (stereo not drawn)	-0.8	-14	11	41	-1.7	0.3	-8	-16	-11
Nc1cc(=O)[nH]c(SCC(=O)Nc2cccc([N+](=O)[O-])c2)n1	0.5	0	x	-7	1.4	-0.3	-3	21	-5
Clc1cc(Cl)cc(Nc2ncnc(-n3cccc3)n2)c1	0.8	2	x	-7	2.6	-0.8	4	20	-36
Cc1cc(=O)c(C(=O)O)cn1Nc1ccc(F)cc1	0.5	-14	0	-5	2.3	0.5	-5	-4	3
Cc1cc(C)nc(-n2ncc3c2CCCC3=O)n1	0.3	-5	1	-11	0.0	-0.4	-3	13	-18
S=c1[nH]c2ccccc2n2cccc12	-0.7	4	x	1	-0.4	0.5	0	54	-7
CCN(CC)CC(=O)n1c2c(c3ccccc31)CCCC2	0.4	-9	8	-1	-0.9	1.1	-6	-7	1
CSCC(=O)Nc1ccc(F)c(Cl)c1	-0.1	1	x	12	1.9	-1.4	-8	-16	5
O=C(Cc1coc2ccc3ccccc3c12)Nc1nccs1	0.5	-5	-3	56	-0.8	1.6	8	11	-4
Cc1[nH]nc2c1C1(CCN(Cc3ccccc3)CC1)C(C#N)=C(N)O2	0.8	-14	5	4	-1.0	-0.9	-15	-6	-15
COC(=O)Nc1ccc(S(=O)(=O)N2CCC(C(=O)N3CCCC(C)C3)CC2)cc1 (stereo not drawn)	0.7	-8	-1	27	2.6	0.1	-2	-11	1
COc1ccc(/C=N/NC(=O)c2cccnc2)cc1COc1ccc(NC(C)=O)cc1	0.5	-4	x	0	0.2	1.4	-1	-69	5
CC(=O)NS(=O)(=O)c1ccc(NC(=O)c2oc3c(Cl)cccc3c2C)cc1	0.9	-11	x	-16	0.1	-0.7	-7	-6	-18
COC(=O)/C(=C/c1c[nH]c2ccccc12)[N+](=O)[O-]	0.5	2	-1	32	-0.1	-0.6	-8	-48	17
CC(C)(C)n1nnnc1C(c1cccc(C(F)(F)F)c1)N1CCOCC1 (stereo not drawn)	-0.2	-10	6	-18	-1.4	0.4	17	-14&14	11

3 structures from above, arranged by length of the SMILES, lowest first.
SMILES	TRPML3 agonist	S1P4 antagonist	NPY Y1 blocker	CHOP inhibitor	TRPN1 ag	S1P4 ag	NPY-Y2 PAM-ag	EP2 mod	NPY1 pot ag
CCOC(=O)C(C)Sc1nc(-c2cccs2)ccc1C#N (stereo not drawn)	-0.8	-14	11	41	-1.7	0.3	-8	-16	-11
COC(=O)/C(=C/c1c[nH]c2ccccc12)[N+](=O)[O-]	0.5	2	-1	32	-0.1	-0.6	-8	-48	17
COc1ccc(/C=N/NC(=O)c2cccnc2)cc1COc1ccc(NC(C)=O)cc1	0.5	-4	x	0	0.2	1.4	-1	-69	5

Returning to the listing; the 7 compounds before the break are reprinted first.
SMILES	TRPML3 agonist	S1P4 antagonist	NPY Y1 blocker	CHOP inhibitor	TRPN1 ag	S1P4 ag	NPY-Y2 PAM-ag	EP2 mod	NPY1 pot ag
O=C(Cc1coc2ccc3ccccc3c12)Nc1nccs1	0.5	-5	-3	56	-0.8	1.6	8	11	-4
Cc1[nH]nc2c1C1(CCN(Cc3ccccc3)CC1)C(C#N)=C(N)O2	0.8	-14	5	4	-1.0	-0.9	-15	-6	-15
COC(=O)Nc1ccc(S(=O)(=O)N2CCC(C(=O)N3CCCC(C)C3)CC2)cc1 (stereo not drawn)	0.7	-8	-1	27	2.6	0.1	-2	-11	1
COc1ccc(/C=N/NC(=O)c2cccnc2)cc1COc1ccc(NC(C)=O)cc1	0.5	-4	x	0	0.2	1.4	-1	-69	5
CC(=O)NS(=O)(=O)c1ccc(NC(=O)c2oc3c(Cl)cccc3c2C)cc1	0.9	-11	x	-16	0.1	-0.7	-7	-6	-18
COC(=O)/C(=C/c1c[nH]c2ccccc12)[N+](=O)[O-]	0.5	2	-1	32	-0.1	-0.6	-8	-48	17
CC(C)(C)n1nnnc1C(c1cccc(C(F)(F)F)c1)N1CCOCC1 (stereo not drawn)	-0.2	-10	6	-18	-1.4	0.4	17	-14&14	11
CCOC(=O)C(NC(C)=O)(Nc1ccc(S(=O)(=O)Nc2ncccn2)cc1)C(F)(F)F (stereo not drawn)	0.6	6	-3	-2	0.8	-0.2	10	11	-4
CC1CC(C)CN(CCCOc2ccccc2[N+](=O)[O-])C1 (stereo not drawn)	1.3	-24	1	0	-0.1	0.6	-14	-1	-6
CCc1ccc(CN(C)C(=O)c2cc(COc3c(F)cccc3F)on2)cc1	0.4	-13	9	53	-1.1	0.6	2	19	-10
CC(=O)Nn1c(-c2ccccc2)cc2ccccc21	0.8	-14	-5	-14	0.7	0.1	-1	-5	-1
CCOc1ccccc1N1C(=O)CC(Nc2ccc(N3CCOCC3)cc2)C1=O (stereo not drawn)	0.6	-1	7	20	0.7	0.3	-10	-28	-2
Cc1cccc(N2C(=S)NC3c4ccccc4OC2(C)C3C(=O)N(C)C)c1 (stereo not drawn)	-0.2	-1	-2	16	0.3	-0.2	18	-16	7
O=C(NN=C1CCCCCCC1)c1ccc2ccccc2n1	0.2	5	5	-7	-0.1	1.1	-3	-8	0
N#C/C(=C/c1cccc([N+](=O)[O-])c1)C(=O)Nc1ccccc1O	1.2	-4	x	4	0.3	-0.7	-2	-92	7
Cc1nc(SCC(=O)NCc2ccc3c(c2)OCO3)c(C#N)c2c1CCCC2	-1.1	-7	21*	11	-1.7	4.4	1	0	-26
O=S(=O)(Nc1nc(-c2sccc2Cl)cs1)c1cc(Cl)ccc1Cl	0.8	-6	7	60	-0.8	0.9	-23	-2	-32
CCCCn1nc2cc(C(=O)N(CC)c3ccc(OC)cc3)ccc2c1OCC	-0.5	-9	5	37	-1.0	-1.5	4	-5	6
COCCCNC(=O)C(=O)N/N=C/c1cc2c(cc1Br)OCO2	0.2	-20	0	40	-1.0	2.7	-13	-6	8
CCc1ccc[n+](-c2[nH]c(=O)sc2/C=N/N=C(\[O-])CCn2c3ccccc3c3ccccc32)c1	0.5	12	x	-8	-0.1	0.9	-2	-15	-16
CCOc1ccc(NC(=S)N2CCC(c3nc4ccccc4[nH]3)CC2)cc1	0.6	7	-4	46	-2.4	-1.0	-17	-70	1
CCCN1C(=O)C(O)(CC(=O)c2ccc3c(c2)OCCO3)c2ccccc21 (stereo not drawn)	0.1	2	12	-3	-0.1	1.6	-8	-9	-25
O=c1cc(Cn2ccnc2)c2cc3c(cc2o1)CCC3	-0.1	-2	-3	21	0.9	-2.9	-7	-7	8
CCN1CCc2c(sc(N)c2C(N)=O)C1	0.4	-2	4	19	-0.9	2.0	7	10	-3
CC(C)(C)c1cn(-c2ccc(Cl)cc2)c(=S)[nH]1	-0.3	-6	3	33	-0.2	3.8	9	5	11
COc1ccc(CCNC(=O)c2cnn3ccccc23)c(OC)c1OC	0.6	-4	8	16	1.2	-3.4	-4	4	-10
Cc1cc(C(=O)CSc2nnc(-c3ccc(OC(F)F)cc3)o2)c(C)n1Cc1cccs1	0.3	4	5	18	0.9	1.1	-6	-2	13
C=CCn1c(C)cc(C(=O)CSc2nc3ccccc3o2)c1C	-0.1	-4	6	74*	1.2	-3.2	-12	-3	-7
Cc1onc(C(=O)N2CCN(C(c3ccccc3)c3ccccc3)CC2)c1[N+](=O)[O-]	-0.1	-6	-3	-15	-0.7	2.5	13	25	5
Cc1ccc(C)c(Nc2nc3nonc3nc2N2CCOCC2)c1	0.5	12	2	19	-1.9	-1.9	-13	11	-16
S=c1[nH]nc(C2CCCCC2)n1/N=C/c1ccccn1	0.2	-11	-8	11	-1.3	-1.0	14	-1	8
COC(=O)c1sccc1NC(=S)Nc1ccc(C)cc1	0.8	6	x	10	0.4	-0.2	-14	-30	-1
O=C1CC(Cc2ccccc2)C(=O)N1c1ccc(Cl)cn1 (stereo not drawn)	-0.1	-14	4	26	-0.6	0.5	5	4	6
O=c1c2[nH]c3ccccc3c2ncn1Cc1ccco1	-0.1	-1	-6	4	-0.5	-0.2	13	-25	7
COc1ccc(CNc2ccc([N+](=O)[O-])cc2C)cc1	-0.8	-17	x	7	-1.1	0.2	-9	-35	11
Cc1cnc(C(=O)OCC(=O)Nc2cc(S(=O)(=O)N3CCCCC3)ccc2Cl)cn1	0.2	-16	8	20	0.7	-0.2	0	10	-10
C=CCn1c(N2CCCCCC2)nc2c1c(=O)[nH]c(=O)n2C	0.3	-18	2	-8	-0.7	-0.8	26	14	-2
CC(=O)N1CCN=C1SCc1c(F)cccc1Cl	-0.5	-4	4	16	0.7	-1.2	8	21	-9
C(#Cc1ccc(C#CCN2CCCC2)cc1)CN1CCCC1	1.7	18	4	-5	2.9	-1.7	-17	-1	-32
CC(C)c1nc(N2CCN(C(=O)c3ccccc3)CC2)c(C#N)c2c1COC(C)(C)C2	-0.1	-20	-1	91*	0.2	-1.8	10	77*	-15
COCCOC(=O)C1=C(C)N=C2SCCC(=O)N2C1c1ccc(OC(=O)c2ccco2)cc1 (stereo not drawn)	0.3	35*	3	36	1.5	0.6	-17	-2	-39
Cn1cccc1/C=N/NC(=O)C(O)c1ccccc1 (stereo not drawn)	0.0	11	x	-16	-0.4	-0.4	-6	2	-6

Screening data as filed in PubChem BioAssay.
